Screening data deposited in PubChem BioAssay by several laboratories.
OX1R FRET antag: antagonists of human orexin 1 receptor (OX1R); Orexin/Hypocretin receptor type 1 (Homo sapiens), O43613; OX1R-expressing cells, FRET antagonist read-out; inhibition, % at 6.6 µM; hit rate 1.8% among 330,000; AID 485270, 2010; in the data active = inhibition mostly above about 38%, no sharp cut-off; inactive = mostly below about 40%;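 note: 0% = agonist challenge alone and 100% = reference antagonist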
Target sequence (O43613 whole entry, looked up): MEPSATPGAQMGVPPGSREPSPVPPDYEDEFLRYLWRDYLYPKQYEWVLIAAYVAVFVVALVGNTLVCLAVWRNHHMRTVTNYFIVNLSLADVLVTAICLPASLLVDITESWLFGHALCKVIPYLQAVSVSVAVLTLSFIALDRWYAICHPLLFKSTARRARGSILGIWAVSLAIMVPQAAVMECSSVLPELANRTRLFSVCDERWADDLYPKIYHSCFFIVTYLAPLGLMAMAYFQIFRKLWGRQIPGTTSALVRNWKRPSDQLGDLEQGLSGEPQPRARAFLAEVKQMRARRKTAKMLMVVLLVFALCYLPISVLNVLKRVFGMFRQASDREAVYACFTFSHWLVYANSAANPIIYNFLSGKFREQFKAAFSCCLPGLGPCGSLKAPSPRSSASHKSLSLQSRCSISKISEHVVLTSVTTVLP
STK33 kinase inh: inhibitors of purified STK33 kinase, primary screen, biochemical, ADP-Glo luminescence, homogeneous, cell-free; Serine/threonine-protein kinase 33 (Homo sapiens), Q9BYT3; MBP phosphorylation; inhibition, % at 10 µM; hit rate 0.073% among 320,000; AID 2661, 2010;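 active = inhibition at or above 25%, using the most active replicate where run in duplicate; inactive = inhibition below 25%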
Target sequence (Q9BYT3 whole entry, looked up): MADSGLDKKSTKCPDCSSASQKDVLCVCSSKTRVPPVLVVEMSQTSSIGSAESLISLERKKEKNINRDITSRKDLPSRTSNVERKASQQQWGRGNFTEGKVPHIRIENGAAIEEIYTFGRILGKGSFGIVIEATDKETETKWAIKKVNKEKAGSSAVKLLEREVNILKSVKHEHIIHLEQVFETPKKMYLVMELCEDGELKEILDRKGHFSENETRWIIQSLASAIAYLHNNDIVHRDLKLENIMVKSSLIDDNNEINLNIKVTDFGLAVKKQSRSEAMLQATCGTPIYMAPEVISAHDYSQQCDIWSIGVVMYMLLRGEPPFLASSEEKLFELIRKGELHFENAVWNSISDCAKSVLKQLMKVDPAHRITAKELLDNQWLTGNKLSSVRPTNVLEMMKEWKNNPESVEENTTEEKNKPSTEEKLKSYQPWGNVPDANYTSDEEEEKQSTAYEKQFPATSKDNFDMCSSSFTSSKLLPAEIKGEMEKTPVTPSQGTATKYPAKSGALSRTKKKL
The depositor's hits bear a star; nt = not tested or not shown.

SMILES	OX1R FRET antag	STK33 kinase inh
Cc1nn(-c2ccccc2)c(C)c1NC(=O)COC(=O)Cc1cccc(C(F)(F)F)c1	6.3	0.4
CCc1c(C)nc(SCC(=O)NNC(=O)Cc2ccc(OC)cc2)[nH]c1=O	11.5	0.5
O=S(=O)(c1ccc(Br)cc1)N1CCN=C1SCc1cccc(F)c1	4.3	-1.2
CCOCCCNC(=O)C(Cc1ccccc1)NC(=O)c1ccco1 (stereo unspecified)	4.3	-0.1
CC1CN(c2oc(-c3ccco3)nc2C#N)CC(C)O1 (stereo unspecified)	9.0	-1.2
O=C(CN1C(=O)NC(c2ccccc2)(c2ccccc2)C1=O)NCCNCCO	31.4	0.7
CCCSc1nsc(SCCC)c1C#N	9.1	0.5
O=c1[nH]c(Cc2ccccc2Cl)nc2ccccc12	4.5	0.3
Cc1nc2c(-c3ccc(F)cc3)c(C)[nH]n2c(=O)c1Cl	12.1	-0.2
COc1ccc(-n2c(Cn3nc(C(F)(F)F)cc3C)n[nH]c2=S)cc1	13.3	0.6
COC(=O)C(Cc1ccccc1)NC(=O)CC(C)CC(=O)Nc1ccc(OC)cc1OC (stereo unspecified)	-2.1	-1.4
c1ccc(CSc2nnc(-c3c[nH]c4ccccc34)o2)cc1	34.1	0.4
CCc1nc(SCC(=O)c2c[nH]c3ccccc23)n[nH]1	4.1	-0.1
O=C(COC(=O)C1CC(O)CN1S(=O)(=O)c1ccc(Cl)cc1)c1cccc(Cl)c1 (stereo unspecified)	3.4	-0.1
CCOc1ccc(C)cc1S(=O)(=O)n1nc(C)cc1C	12.2	-0.5
CCCCc1nc2ccccc2c(=O)n1NC(=O)c1c(O)c2cccc3c2n(c1=O)CC3	9.9	-1.4
O=[N+]([O-])c1ccc(C(O)C23CN4CN(CN(C4)C2)C3)cc1 (stereo unspecified)	16.1	-1.2
Cc1cc(C)n(-c2nc(-c3ccc(Cl)cc3)cs2)n1	8.5	-3.1
O=C(COc1ccccc1)Nc1nnc(-c2ccc3c(c2)CCCC3)o1	14.6	-1.3
COc1ccc(C(=O)Nc2ccc(Oc3nc(C)nc4sc(-c5ccccc5)cc34)cc2)cc1OC	10.6	0.4

Profiles as entered above. Order of screens: OX1R FRET antag, STK33 kinase inh
Profile of `CCc1nc(SCC(=O)c2c[nH]c3ccccc23)n[nH]1` = 4.1, -0.1
Profile of `CCOCCCNC(=O)C(Cc1ccccc1)NC(=O)c1ccco1` (stereo unspecified) = 4.3, -0.1
Profile of `CCOc1ccc(C)cc1S(=O)(=O)n1nc(C)cc1C` = 12.2, -0.5
Profile of `O=c1[nH]c(Cc2ccccc2Cl)nc2ccccc12` = 4.5, 0.3
Profile of `COc1ccc(C(=O)Nc2ccc(Oc3nc(C)nc4sc(-c5ccccc5)cc34)cc2)cc1OC` = 10.6, 0.4

Filtered by structure: the entries above containing a cyano group (2)
SMILES	OX1R FRET antag	STK33 kinase inh
CC1CN(c2oc(-c3ccco3)nc2C#N)CC(C)O1 (stereo unspecified)	9.0	-1.2
CCCSc1nsc(SCCC)c1C#N	9.1	0.5

(next part)
SMILES	OX1R FRET antag	STK33 kinase inh
CC[C@]12c3[nH]c4ccc(Cl)cc4c3CCN1C(=O)[C@@H](CC(=O)NCCCn1ccnc1)C[C@@H]2C(=O)N1CCN(C(=O)C2CC2)CC1	7.1	nt
CCc1ccc(N2CC(C(=O)OCC(=O)Nc3ccc([N+](=O)[O-])cc3)CC2=O)cc1 (stereo unspecified)	-0.6	-1.1
CN(C)S(=O)(=O)N1CCCC(C(=O)c2ccc(-c3ccccc3)c(F)c2)C1 (stereo unspecified)	26.9	0.3
COc1ccc(NS(=O)(=O)c2ccc(C)c(NC(=O)c3ccc(C)c(S(=O)(=O)N4CCOCC4)c3)c2)cc1	11.3	-1.1
O=C(NCc1cccnc1)c1ccc(NC(=O)c2cccc([N+](=O)[O-])c2)cc1	17.7	1.2
COc1cc(CC(=O)OCC(=O)Nc2ccc(N(C)C)cc2)cc(OC)c1OC	4.2	-1.0
COc1cc(C(=O)NCCC(=O)NCCCN2CCCCC2)cc(OC)c1OC	14.4	-3.6
COCCCN1C(=O)C(=O)/C(=C(/O)c2ccc(OC(C)C)c(C)c2)C1c1ccncc1 (stereo unspecified)	14.4	0.2
C[C@H](CO)N1C[C@H](C)[C@@H](CN(C)Cc2ccccc2)Oc2c(NS(=O)(=O)c3ccccc3)cccc2C1=O	12.1	-0.1
O=C(NCCCN1CCCC1=O)C1CCN(S(=O)(=O)c2ccc(F)cc2)CC1	0.6	-1.6
Cc1cc(NC(=O)CCN2C(=O)c3ccccc3C2=O)no1	13.7	-0.9
CCCCN1CC(=O)N2[C@H](c3ccc(Cl)cc3)[C@@H]3C(=O)N(CC)C(=O)[C@@H]3[C@]2(C)C1=O	22.4	-0.4
Cc1cc(C)cc(-n2ncc3c2CCCC3NC(=O)c2cc(C)n(C)n2)c1 (stereo unspecified)	3.7	0.0
CN(c1ccccc1)S(=O)(=O)c1cccc(NC(=O)CN2C(=O)NC3(CCCCC3)C2=O)c1	9.4	-2.3
CCC(C)(C)NC(=O)C(c1ccc(F)cc1)N(Cc1ccco1)C(=O)c1snc(C(N)=O)c1N (stereo unspecified)	26.1	1.4
CCC(C)(C)NC(=O)C(c1ccc(OC)cc1)N(CC1CCCO1)C(=O)CCC(=O)Nc1cc(C)on1 (stereo unspecified)	16.1	-0.3
COC(=O)CN(c1ccccc1)S(=O)(=O)c1ccccc1	8.6	-0.9
COc1ccc2[nH]c3c(NCc4ccco4)ncnc3c2c1	23.9	1.0
N#Cc1cnn2c(-c3cccc([N+](=O)[O-])c3)ccnc12	22.5	-0.1
NCCNc1cc(N2CCCC2)ccc1[N+](=O)[O-]	28.4	-0.4
OCCOCCOCCn1c2ccccc2c2ccccc21	20.0	-0.3
CCOC(=O)N1CCN(C(=O)c2cc3cc(C)ccc3[nH]2)CC1	-5.2	-1.1
COc1cccc(NC(=S)NCc2cccnc2)c1	19.1	-3.0
Cc1noc(C)c1COc1ccc(C(=O)NNC(=O)c2ccccc2F)cc1	5.3	-0.1
O=C(Nc1ccc(Cl)c(Cl)c1)Oc1ccc(NC(=O)c2ccco2)cc1	31.9	-1.4
Cc1n[nH]c(C)c1-c1nc2ccccc2[nH]1	20.4	7.9
CCOc1cc(/C=N/NC(=O)c2cccnc2)cc(Br)c1OCC(N)=O	9.0	-0.3
COc1ccc(C(=O)Nc2cc(Cl)ccc2C(=O)O)cc1	45.0	3.4
Cc1ccc(F)cc1NC(=O)COC(=O)COc1ccc(C#N)cc1	26.2	nt
O=C1c2ccccc2C(=O)N1c1ncc(Cc2ccc(Cl)cc2)s1	11.7	1.3
CCn1c(=O)c(=O)[nH]c2cc(C(=O)NCc3ccc(F)cc3)ccc21	5.5	-1.3
COc1c(Cl)cc(-c2noc(C)c2C(=O)NCCc2ccc(C)cc2)cc1Cl	12.8	-0.9
Cc1nn(C)c(C)c1NC(=O)CC12CC3CC(CC(C3)C1)C2	9.2	-1.7
Cc1ccc(-n2cccn2)c(CN2CCCC(C(=O)c3sccc3C)C2)c1 (stereo unspecified)	18.2	nt
CC(O)CNc1nc2c(c(=O)n(Cc3cccc(Cl)c3)c(=O)n2C)n1C (stereo unspecified)	6.5	-0.5
Cc1ccccc1CS(=O)(=O)CCC(=O)N1CCN(c2ccc(N3CCOCC3)nn2)CC1	19.3	-2.0
O=C(CSc1nc2ccccc2s1)c1cc2ccccc2o1	17.9	-0.2
Cc1ccc2ccccc2c1Cn1c(-n2ccnc2)nc2c1c(=O)n(C)c(=O)n2C	0.7	-0.9
O=C(/C=C/c1ccc(S(=O)(=O)N2CCOCC2)cc1)N1CCN(c2ccccc2)CC1	-10.2	-1.0
Cc1nc(-c2ccc3c(c2)OCO3)cs1	19.4	-0.4
CO/N=C/CC(=O)c1ccc([N+](=O)[O-])c(CS(=O)(=O)c2ccc(Cl)cc2)c1	-4.9	-0.1
Cc1cccc(N2CCN(C(=O)c3cc4n(n3)C(C(F)(F)F)CC(c3ccco3)N4)CC2)c1C (stereo unspecified)	11.6	-1.7
CN(C(=O)c1cc(COc2ccc(F)c(F)c2)on1)C1CCOC1 (stereo unspecified)	16.3	nt
CC(Oc1ccc(Cl)cc1Cl)C(=O)NC(=S)N1CCc2ccccc21 (stereo unspecified)	59.3	-1.1
Cc1ccc[n+](CC(=O)Nc2cc(C(F)(F)F)ccc2Cl)c1	20.6	-0.7
O=C(O)c1cc(S(=O)(=O)O)cc(Nc2c3ccccc3nc3ccccc23)c1O	10.6	-1.6
CCOc1ccc(N(CC(=O)Nc2cc(C)cc(C)c2)S(C)(=O)=O)cc1	-0.3	-0.7
Cc1ccc(S(=O)(=O)N(Cc2ccccc2)c2ccccc2C(=O)NCc2cccnc2)cc1	12.1	0.1
Cc1cc(C(=O)CN2C(=O)C(=O)N(Cc3ccco3)C2=O)c(C)n1CCc1ccc(F)cc1	19.6	-1.2
COc1ccc(NC(=S)NC23CC4CC(CC(C4)C2)C3)cc1OC	44.4	-0.5
Clc1ccc(CSc2ncccn2)cc1	28.6	-1.9
COc1ccc2c(CSc3nnc(-c4cccnc4)n3-c3ccccc3F)cc(=O)oc2c1	5.1	-0.2
Cn1c(CNC(=O)c2ccc(Cl)cc2)nnc1SCC(=O)Nc1sc2c(c1C#N)CCCC2	9.9	-1.6
NS(=O)(=O)c1ccc(NS(=O)(=O)c2cccs2)cc1	9.7	-1.6
O=C(Nc1ccccc1C(=O)O)c1ccc(NC(=O)C2CCCO2)cc1 (stereo unspecified)	-1.8	0.5
COc1ccc(-c2csc(N(CCc3ccc(OC)c(OC)c3)C(=O)COc3ccccc3)n2)cc1	28.8	-0.1
O=C1NC2(CCCCCC2)C(=O)N1Cc1ccc(F)cc1Cl	13.9	-1.1
COC(=O)C1=C(CN2CCCc3ccccc32)NC(=O)NC1c1ccc(F)cc1 (stereo unspecified)	4.8	0.1
CCOC(=O)C1CCN(C(=O)CN2C(=O)c3ccccc3Sc3ncccc32)CC1	2.6	-0.9
O=C(COC(=O)c1ccccn1)c1ccc([N+](=O)[O-])cc1	44.4	-1.2
(next part)
SMILES	OX1R FRET antag	STK33 kinase inh
COC(=O)c1ccccc1NC(=O)Nc1ccc2c(c1)OCO2	20.9	-1.4
O=C(O)CSCC(=O)Nc1ccc(C2CCCCC2)cc1	11.7	-3.5
CNC(=O)c1c(C)noc1C	9.9	-1.3
Cc1c(Br)c(C(=O)NNC(=O)c2ccc(C(C)(C)C)cc2)nn1C	9.6	-0.9
O=C(Oc1ccccc1/C=C\C(=O)c1cc2ccccc2o1)c1ccccc1	29.8	-0.8
COc1ccc(Nc2nc(NCc3ccco3)nc(N/N=C/c3ccccc3)n2)cc1	1.2	-0.3
COc1ccc(S(=O)(=O)N2CCCCCC2)cc1NC(=O)CN1C(=O)NC(C)(c2ccccc2)C1=O (stereo unspecified)	7.8	0.4
O=C(O)CSc1c2c(nc3cc(C(=O)Nc4ccc(F)c(Cl)c4)ccc13)CCCC2	-2.4	1.5
CN(C)S(=O)(=O)c1ccc(Cl)c(NC(=O)CN2CCc3ccccc3C2)c1	16.5	0.2
O=C(Nc1cccc(S(=O)(=O)N2CCOCC2)c1)c1ccc2ccccc2n1	16.6	-0.5
OCC1CCCN1C(=S)Nc1ccccc1 (stereo unspecified)	5.5	1.9
O=[N+]([O-])c1cc(CN2CCCCCC2)ccc1O	22.2	-1.2
N#Cc1ccccc1Cn1c(=O)n(CCCC(=O)NCc2ccc3c(c2)OCO3)c(=O)c2ccccc21	11.0	nt
Cc1ccc(S(=O)(=O)N(C)c2ccccc2C(=O)N2CCOCC2)cc1	8.5	0.7
N=c1c(C(=O)NCCc2ccccc2)cc2c(=O)n3ccccc3nc2n1Cc1ccco1	22.8	-2.8
COc1ccc(NC(=O)c2coc(C)c2)cc1	1.5	-0.1
CCc1ccccc1NC(=O)c1cc(C)no1	8.0	-2.1
O=C(OCCN1CCOCC1)c1cccc(F)c1	14.4	0.1
CC1(C)CC(=O)C=C(Nc2cc(-c3ccccc3)[nH]n2)C1	16.7	0.3
S=c1[nH]nc(-c2cccs2)n1/N=C/c1cn(-c2ccccc2)nc1-c1ccccc1	4.6	-2.9
COc1ccc(C(=O)OC/C(O)=C(\C#N)c2nc3ccccc3[nH]2)cc1S(=O)(=O)N1CCOCC1	12.1	0.1
CCCCNC(=O)CCn1nc(-c2ccc(Cl)cc2)c2ccccc2c1=O	11.0	-1.4
Cn1c(=O)c2c(nc(Oc3cccc(O)c3)n2C)n(C)c1=O	10.2	-0.9
CC(C)OC(=O)CC(NC(=O)OC(C)(C)C)c1ccccc1 (stereo unspecified)	23.2	0.0
COc1ccc(C(CNC(=O)c2oc3cc(Br)ccc3c2C)N2CCCCC2)cc1 (stereo unspecified)	10.3	-2.6
O=S(=O)(c1ccc2nc(SCc3cccc(Cl)c3)[nH]c2c1)N1CCOCC1	10.6	-2.4
Cc1ccccc1-n1ncc2c1CC(C)(C)CC2NC(=O)c1snnc1C (stereo unspecified)	26.4	2.5
CCOC(=O)Cn1cc(Cl)cc(C(=O)Nc2ccccc2)c1=O	6.4	-1.3
COCCCNC(=O)c1ccc(CNS(=O)(=O)c2ccc(NC(C)=O)cc2)cc1	12.5	-0.4
O=C(NC1CCS(=O)(=O)C1)c1ccc(-c2ccc(Br)cc2)o1 (stereo unspecified)	21.4	-0.8
COc1ccc2cc(CCNC(=O)C(C)(C)C)c(=O)[nH]c2c1	11.1	-1.7
COC(=O)[C@H](Cc1ccccc1)NC(=O)N1CCN(c2ccccc2)CC1	7.4	-0.2
CC(OC(=O)CCC(=O)N1CCN(S(=O)(=O)c2ccc3ccccc3c2)CC1)C(=O)NC(N)=O (stereo unspecified)	18.1	-0.8
Cc1ccc(C(=O)CCC(=O)N2CCC(C(N)=O)CC2)s1	1.8	-0.3
